# Screening data: PubChem BioAssay, National Center for Advancing Translational Sciences (NCATS)
# EPAC2 antag – qHTS for Antagonist of cAMP-regulated guanine nucleotide exchange factor 2 (EPAC2): primary screen. AID 720708, 2013. Rap guanine nucleotide exchange factor 4 (Homo sapiens), Q8WZA2. 0.18% of 360,000 active. EPAC2 GEF exchange of Rap1B-BODIPY-GDP, fluorescence. Potency, µM (highest dose often 114 µM), for inactives: at the highest dose activity, negative = inhibition, actives largely listed as inhibitors; further: potency means the concentration at half of the fitted maximal effect; on the % scale 0 is the no-effect control and ±100 the full control effect; nearly all actives have a fitted effect of over 45% in size; many of its hits are not listed in these tables
# D3 ag – qHTS of D3 Dopamine Receptor Agonist: qHTS | 0.58% of 410,000 active | max activation, % | D3R DiscoveRx beta-arrestin cells, luminescence, 90 min | D(3) dopamine receptor (Homo sapiens), P35462; in the data active means max activation above about 30%; further: 0% is about no effect; mostly tested at two doses, the higher about 12 µM
# Target sequence (P35462 whole entry, looked up): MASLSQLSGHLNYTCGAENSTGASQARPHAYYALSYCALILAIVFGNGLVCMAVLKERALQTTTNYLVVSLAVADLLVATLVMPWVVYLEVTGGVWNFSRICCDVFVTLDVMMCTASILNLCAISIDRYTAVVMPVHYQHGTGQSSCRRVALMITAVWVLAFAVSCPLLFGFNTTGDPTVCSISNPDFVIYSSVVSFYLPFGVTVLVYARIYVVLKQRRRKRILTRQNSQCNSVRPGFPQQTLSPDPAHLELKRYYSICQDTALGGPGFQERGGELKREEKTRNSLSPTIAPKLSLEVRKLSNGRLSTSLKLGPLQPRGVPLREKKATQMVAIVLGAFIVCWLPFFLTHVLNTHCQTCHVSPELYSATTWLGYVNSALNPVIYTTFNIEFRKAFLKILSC
#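 Agonist mode: compounds and dopamine controls were applied to plated cells for 90 min at 37 degrees C after an overnight attachment at 1500 cells/well. Luminescent read-out followed 30 - 60 minutes at room temperature with DiscoveRx detection reagent.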
# TDP43 rescue – qHTS of TDP-43 Inhibitors; TDP-43 expressing yeast growth rescue, BacTiter-Glo, 24 h; Potency, µM (doses to about 46.1 µM), without a hit: at the highest dose growth rescue (activation), usual class: activators; 1.8% of 410,000 active; AID 652104, 2013; further: potency means the concentration at half of the fitted maximal effect; % of control where 0% means no effect; nearly all actives have a fitted effect of over 50% in size
#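 Readout is BacTiter-Glo luminescence of cell growth, so inhibitors register as activators. TDP-43-expressing yeast at OD600=0.02 in galactose medium, after raffinose pregrowth to mid-log, were incubated with compound for 24 hr at 30 deg C.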
# EPAC2 agonist – qHTS for Agonist of cAMP-regulated guanine nucleotide exchange factor 4 (EPAC2): primary screen | 0.079% of 360,000 active | Potency, µM (titrated, usually from 154 µM), for inactives: top-dose activation, actives largely listed as activators | AID 720711, 2013 | Rap guanine nucleotide exchange factor 4 (Homo sapiens), Q8WZA2 | EPAC2 activation, biochemical qHTS; response scale: 100% = 6.5 mM cAMP response; further: potency means the concentration at half of the fitted maximal effect; nearly all actives have a fitted effect of over 50% in size
#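 In this primary screen, activation is scored as increased exchange of BODIPY-GDP from Rap1B by 100 nM EPAC2, with 50 uM GDP as competitor. Signal is normalized to the 6.5 mM cAMP agonist control.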
# FUS suppressor – qHTS for Suppressors of FUS Proteinopathy: Primary screen using FUS-linked yeast assay | AID 1347120, 2019 | S. cerevisiae FUS-expressing, growth rescue, OD600, 24 h | Potency, µM (doses to about 76.6 µM), for inactives: at the top dose growth rescue (activation), hits mostly activators | 0.24% of 390,000 active;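 further: potency means the concentration at half of the fitted maximal effect; plate controls were DMSO vehicle for no effect and reference control for full effect; nearly all actives have a fitted effect of over 55% in size; some results filed as inactive show a strong effect at the top dose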
#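 Yeast expressing FUS under galactose induction, OD 0.005 in 2% galactose medium; compounds in a dilution series, 24 h at 30C. Growth rescue by absorbance at 600 nm; CP55940 positive control, DMSO negative.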
# DRD3 antagonist – qHTS of D3 Dopamine Receptor Antagonist: qHTS; D(3) dopamine receptor (Homo sapiens), P35462; D3R cells, DiscoveRx beta-arrestin luminescence, antagonist mode; stronger effect = lower value; max response, negative = inhibition, %; 2.5% of 360,000 active; in the data active means max response below about -50%; inconclusive means no clear call, values can overlap the other calls; further: on the % scale 0 is the no-effect control and ±100 the full control effect; mostly tested at two doses, the higher about 12 µM
#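 Cells expressing the human receptor were seeded at 1500 cells/well, incubated overnight at 37 degrees C in 5% CO2, then exposed to library compounds with dopamine controls for 90 minutes at 37 degrees C before luminescent detection.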
# Abeta yeast res – qHTS for compounds that reverse cellular toxicity of Amyloid beta (A-beta) peptide in yeast: Primary Screen; yeast expressing A-beta42, growth rescue, OD600, 48 h; response scale: 0% DMSO, 100% iron-clioquinol control; Potency, µM (titrated, usually from 46.1 µM), for the others: at the highest dose growth rescue, hits mostly activators; 0.063% of 410,000 active; further: potency means the concentration at half of the fitted maximal effect; nearly all actives have a fitted effect of over 55% in size
#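 Yeast growth medium received pinned compounds, then yeast cells expressing toxic A-beta were added; plates incubated at 30 C for 48 hr. Growth read as absorbance at 600 nm, normalized to DMSO and equimolar FeCl3 plus clioquinol controls.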
# aSyn yeast inh – qHTS of alpha-syn Inhibitors. Yeast expressing alpha-synuclein, growth rescue, BacTiter-Glo, 24 h. 0.14% of 370,000 active. AID 652106, 2013. Potency, µM (highest dose often 46.1 µM), for inactives: at the top dose growth rescue (activation), most hits filed as activators; further: potency means the concentration at half of the fitted maximal effect; % of control where 0% means no effect; nearly all actives have a fitted effect of over 65% in size
#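 Rescue of yeast growth: cells expressing toxic alpha-synuclein, induced in galactose at OD600 0.02, incubated with compound 24 h at 30 C. ATP luminescence quantified growth; inhibitors of toxicity appear as activators.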
# Active calls of the source: *; ? = inconclusive; . = not tested or not shown; [ ] = another dose, or the depositor's remark. Unless noted, the call rests on the fitted dose curve; in most records, active means well fitted curve in the direction sought with a large enough effect; inconclusive means small, poorly fitted or top-dose-only effect, or another doubt; inactive means no such curve, though single readings can be large; an effect the other way counts as inactive or inconclusive. Not all compounds are listed; count on the stated rates, not on these rows.
SMILES,EPAC2 antag,D3 ag,TDP43 rescue,EPAC2 agonist,FUS suppressor,DRD3 antagonist,Abeta yeast res,aSyn yeast inh
COc1ccccc1-c1nc(SC)n[nH]1,1%,13,-5%,3%,-24%,15,-1%,2%
CN(Cc1ccccc1)c1nc(CN2CCOCC2)nc2scc(-c3ccccc3)c12,-20%,-8,12%,18%,.,-3,14%,7%
O=C1Nc2ccccc2CN2C(=O)c3cc(Cl)ccc3NC(=O)C12 (stereo not given),-19%,6,13%,9%,-15%,-8,-20%,0%
O=C(C1CCCCC1C(=O)N1CCCCC1)N1CCCCC1 (stereo not given),15%,5,0%,-4%,.,1,12%,1%
Cc1ccccc1C(=O)NNC(=O)c1ccoc1C,-11%,-4,-19%,13%,3%,-14,2%,-9%
CCOC(=O)C1CCCN(C(=O)c2ccccc2NC(=O)C2=C(C)OCCS2)C1 (stereo not given),2%,-1,-5%,6%,14%,-13,-8%,-3%
COc1ccccc1NS(=O)(=O)c1cccc(NC(=O)CCNC(=O)c2ccccc2OC)c1,-4%,-3,1%,17%,?,1,-26%,-2%
Cc1ccc(OC(=O)c2snnc2C)cc1C,.,2,-2%,.,-9%,.,-18%,.
CCOc1ncccc1C(=O)NNC(=O)CSc1ccc(Cl)cc1,1%,1,27%,6%,-25%,0,16%,-3%
CC(=O)N1CCCC(C(=O)c2ccc(Oc3ccccc3)cc2)C1 (stereo not given),-3%,1,-10%[0.397 µM],2%,7%,25,-25%,3%
O=S(=O)(NCCc1cn2ccccc2n1)c1ccc2c(c1)OCCO2,3%,3,0%,8%,-8%,-12,-10%,-8%
CCN1CCN(Cc2nc(N)nc(Nc3ccc(C)c(C)c3)n2)CC1,-3%,-16,19%,2%,17%,6,1%,1%
COC(=O)N[C@@H]1C[C@H]2[C@@H]3CC[C@H]4C[C@@H](OC)CC[C@]4(C)[C@H]3CC[C@]12C,-18%,28,4%,5%,33%,35,-58%[inhibitor],-11%
COc1ccc(-c2nn(-c3ccccc3)cc2CN2CCCO2)c(F)c1,-10%,-4,.,10%,20%,14,7%,16%
O=C(COC(=O)C12CC3CC(CC(C3)C1)C2)Nc1ccccc1F,1%,5,15%,-11%,3%,17,14%,22%
Cc1cc(C)c[n+](CC(=O)c2ccccc2)c1,4%,0,-4%,0%,-11%,3,1%,-3%
CNc1nc(OCC#N)nc(N2CCCCC2)n1,0%,2,21%,3%,4%,6,3%,2%
Nc1cc(-c2ccc(Cl)cc2)nn1S(=O)(=O)c1ccccc1,1%,-4,13%,13%,14%,-16,-12%,-2%
COC(=O)[C@]1(Cc2ccccc2)N[C@H](c2ccc(-c3ccc(F)cc3)cc2)[C@@H]2C(=O)N(C)C(=O)[C@@H]21,-7%,-34,9%,13%,?,0,-7%,13%
Cc1ccc(NC(=O)c2cccc(C(=O)Nc3ccc(C)c(C)c3)n2)cc1C,-9%,-3,-3%,3%,6%,-10,-5%,2%
C[C@@H]1CCCCO[C@H](CN(C)C(=O)Nc2ccc(C(F)(F)F)cc2)[C@@H](C)CN([C@H](C)CO)C(=O)c2cc(NC(=O)Nc3ccc4c(c3)OCO4)ccc2O1,8%,-6,-1%,1%,?,-25,-24%,14%
N#Cc1cc2ccccc2nc1SCc1ccccn1,-4%,-8,-9%,18%,26%,8,7%,3%
CCC(C)C(N=C1NS(=O)(=O)c2ccccc21)C(=O)N1CCC(C)CC1 (stereo not given),3%,20,10%,1%,16%,10,6%,4%
O=C(COC(=O)c1ccc(S(=O)(=O)N2CCOCC2)cc1)Nc1ccccc1OC(F)F,-6%,1,21%,-2%,.,-16,-4%,1%
COc1ccc(-c2nnc(SCC(=O)NCCc3ccccc3)o2)cc1,7%,1,20%,1%,?,-13,2%,-3%
CCN1CCN(C(=O)C2COc3ccccc3O2)CC1 (stereo not given),-1%,-12,-8%,3%,9%,-3,-7%,-8%
Cc1ccccc1-n1cc(-c2ccc(Br)cc2)nc1SCC(N)=O,?,8,-6%[1.82 µM],10%,30%,-11,21%,?
CC1(C)CCc2nc(SCc3ccccc3)c(C#N)cc2C1,0%,-2,25%,-1%,9%,-12,15%,0%
O=C(O)c1cc([N+](=O)[O-])ccc1C(=O)Nc1ccccc1,-2%,-2,-1%,8%,34%,-19,-1%,1%
CCOC(=O)N1CCC(N2C(=O)c3ccccc3C2Nc2c(C)cccc2C)CC1 (stereo not given),7%,-3,-10%,16%,-13%,-25,-7%,-4%
CC1CCCN(Cc2c(O)ccc3c(=O)c(Oc4ccc(C(C)(C)C)cc4)c(C(F)(F)F)oc23)C1 (stereo not given),.,5,13%,.,-2%,.,-8%,.
Cc1ccc(-n2nc(C(=O)Nc3ccc(C)c(F)c3)c3c4ccccc4n(C)c3c2=O)cc1,.,-6,0%,.,-10%,.,-12%,.
COc1ccc(NC(=O)c2c(N)cnn2C)cc1,-1%,-14,-4%,2%,-5%,-4,-3%,-7%
C[C@H](NC(=O)c1ccccc1Cl)C(=O)OCC(=O)N1CCN(c2ccccc2)CC1,2%,3,21%,6%,.,10,3%,-7%
OC(c1ccc(F)c(F)c1)c1ncc(-c2ccc(F)cc2)[nH]1 (stereo not given),10%,8,24%,6%,-22%,3,-16%,7%
O=C(NN1CCOCC1)C12CC3CC(CC(C3)C1)C2,-1%,-4,0%,10%,.,-4,-15%,1%
COc1cccc(CN(C)C(=O)c2ccc(NS(=O)(=O)c3ccc4[nH]c(=O)[nH]c4c3)cc2)c1OC,-4%,-12,-4%,8%,.,-17,-11%,2%
Cc1ccc(NC(=O)c2cnc3sc(N4CCOCC4)nn3c2=O)cc1N(C)C,.,3,18%,.,-18%,.,-8%,.
COc1ccc(S(=O)(=O)n2cnc3ccccc32)c(C)c1,-24%,2,?,14%,-21%,12,8%,11%
CC(N=Cc1cccc(O)c1O)c1ccccc1 (stereo not given),-6%,-3,1%,-1%,?,-18,-19%,0%
Cc1ccc(C(=O)N/N=C2\CC3CC=CC23)c(C)c1 (stereo not given),5%,0,8%,5%,-5%,-2,2%,-6%
COc1ccc2nc(NC(=O)c3ccccc3[N+](=O)[O-])sc2c1,-16%,-5,0%,18%,-4%,-23,19%,-1%
COc1cc2c(cc1OC)C(c1ccccc1)N(C(=O)c1cccc(S(C)(=O)=O)c1)CC2 (stereo not given),-10%,-11,-13%,18%,12%,-27,0%,-2%
CCOc1ncccc1C(=O)Nc1cc2c(cc1Br)OCCO2,-15%,4,12%,14%,-18%,26,-15%,-6%
Cc1nc(C(F)(F)F)ccc1C(=O)N1CCC1(C)C(=O)NS(=O)(=O)c1cccc(C#N)c1 (stereo not given),19%,9,13%,7%,-15%,0,-1%,-3%
CC[C@@H](C)[C@H](NC(=O)Cc1c(C)c2cc3c(C)coc3c(C)c2oc1=O)C(=O)O,-11%,-5,18%,7%,-6%,-3,11%,0%
O=S(=O)(Nc1nc2ccccc2[nH]1)c1ccc2ccccc2c1,-6%,-2,-10%,9%,8%,6,15%,0%
Cc1ccc(CNC(=O)Cc2ccc(NC(=O)N3CCSc4ncccc43)cc2)cc1,.,3,5%,.,-9%,.,-2%,.
COc1ccc2c(c1)CC[C@@H]1[C@@H]2CC[C@]2(C)C(=O)CC[C@@H]12,-10%,16,13µM*,9%,-11%,-20,-41%[inhibitor],-5%
Cc1nn(CC(=O)N(C)C2CCS(=O)(=O)C2)c(C)c1[N+](=O)[O-] (stereo not given),0%,-5,19%,4%,0%,27,20%,0%
O=C1C(N2CCOCC2)=Cc2cccc3cccc1c23,4%,8,9%,13%,4%,-6,-14%,-11%
O=C(CCN1CCN(c2ccc(Cl)cc2)CC1)Nc1ccccc1F,-6%,6,4%,22%,7%,-20,0%,0%
CC1CC1C(=O)OCC(=O)Nc1cccc(S(=O)(=O)NC2=NCCCCC2)c1 (stereo not given),3%,-2,-16%,0%,20%,4,-19%,-2%
COc1ccc(-c2c3c(=O)n(C)c(=O)n(C)c3c3n2-c2ccccc2NC3c2ccco2)cc1 (stereo not given),.,-21,-16%,.,23%,.,-36%,.
COc1cc(C(=O)N/N=C(\C)c2ccc(NC(=O)Cc3ccccc3)cc2)ccc1O,-9%,-4,?,5%,8%,1,8%,3%
CCCC(=O)Nc1cc(-c2nc3cccnc3s2)ccc1C,.,-22,-2%,.,-8%,.,-10%,.
O=C1C2C3C=CC(C2C(=O)N1C1CCCCC1)C1C(=O)N(C2CCCCC2)C(=O)C31 (stereo not given),3%,6,16%,6%,-4%,-13,25%,14%
COc1ccc2[nH]c3c(=O)n(CCCCC(=O)NCCN4CCCC4)c(=S)[nH]c3c2c1,-7%,-33,-8%,1%,?,-96*,16%,-7%
Cc1cn([C@H]2C[C@H](O)[C@@H](CNCc3cccn3-c3ccncc3)O2)c(=O)[nH]c1=O,4%,-5,6%,9%,-22%,-24,-12%,1%
Cc1ccc(-c2cc(C(=O)NCc3ccc4c(c3)OCO4)[nH]n2)c(O)c1C,6%,2,7%,7%,15%,-28,-2%,0%
CCn1c(SCC(=O)O)nnc1-c1ccc(S(=O)(=O)N2CCCC2)cc1,-5%,-2,-3%,11%,-15%,3,-9%,-3%
